GLS inh: blocks human kidney-isoform glutaminase activity. Potency, µM (top dose mostly 45.5 µM), inactives show top-dose activity change, negative = inhibition, hits mostly inhibitors. GLS enzymatic activity, qHTS titration. 410,000 tested, 0.21% active. O94925; note: potency is the fitted concentration of half-maximal effect; % is set by controls: 0 for no effect and ±100 for the full control effect
Target sequence (O94925 whole entry, looked up, canonical isoform): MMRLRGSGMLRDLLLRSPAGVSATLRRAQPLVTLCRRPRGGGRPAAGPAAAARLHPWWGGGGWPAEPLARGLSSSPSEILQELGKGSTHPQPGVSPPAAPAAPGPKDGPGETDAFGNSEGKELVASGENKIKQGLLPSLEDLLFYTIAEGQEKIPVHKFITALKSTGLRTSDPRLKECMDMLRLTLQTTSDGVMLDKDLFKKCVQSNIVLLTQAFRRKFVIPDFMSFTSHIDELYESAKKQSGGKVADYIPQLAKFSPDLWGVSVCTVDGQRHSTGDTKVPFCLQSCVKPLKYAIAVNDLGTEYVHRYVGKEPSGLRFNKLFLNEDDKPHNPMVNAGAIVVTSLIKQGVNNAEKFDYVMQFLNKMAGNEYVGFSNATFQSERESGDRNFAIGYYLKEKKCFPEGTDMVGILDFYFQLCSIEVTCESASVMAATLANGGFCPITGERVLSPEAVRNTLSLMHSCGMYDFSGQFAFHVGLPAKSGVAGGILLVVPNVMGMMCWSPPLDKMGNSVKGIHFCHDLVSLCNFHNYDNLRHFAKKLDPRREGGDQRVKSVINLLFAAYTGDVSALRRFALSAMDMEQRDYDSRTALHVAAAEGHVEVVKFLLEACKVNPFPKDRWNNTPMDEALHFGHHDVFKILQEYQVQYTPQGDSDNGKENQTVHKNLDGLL
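hKGA in 45 mM KH2PO4 (pH 8.2), 0.02% Tween-20 with compound, then 1mM L-Glutamine (stock as added) plus glutamate oxidase/HRP/Amplex red coupling mix. Fluorescence read initially and after 30 min at RT; signal change reflects glutamate formation.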
Pin1 inhibitor: inhibitors of human Pin1. Potency, µM (highest dose often 115 µM), inactives show top-dose activity, negative = inhibition, most hits filed as inhibitors. Q13526. 390,000 tested, 0.009% active. AID 504891. Pin1 FP peptide displacement, HiFluor488, 10 min; active = well fitted inhibition curve with a large enough effect in the polarisation, with a control signal flat, not every such curve was filed as active; inconclusive = small, poorly fitted or top-dose-only effect, or effect the other way, or a change in a side signal; inactive = no such curve, though single readings can be large or run the other way; the % refers to the polarisation; note: potency is the fitted concentration of half-maximal effect; % is set by controls: 0 for no effect and ±100 for the full control effect
Target sequence (Q13526 whole entry, looked up): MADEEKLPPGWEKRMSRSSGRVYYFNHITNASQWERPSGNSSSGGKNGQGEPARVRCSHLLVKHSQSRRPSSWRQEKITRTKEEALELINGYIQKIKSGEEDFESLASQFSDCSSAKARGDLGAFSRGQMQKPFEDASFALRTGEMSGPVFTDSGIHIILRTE
USP1-UAF1 inh: inhibitors of human USP1/UAF1 deubiquitinase. Potency, µM (top dose mostly 57.1 µM), without a hit: at the top dose activity change, negative = inhibition, most hits filed as inhibitors. recombinant USP1/UAF1, Ub-Rhodamine cleavage fluorescence. O94782. 390,000 tested, 0.23% active; note: potency is the fitted concentration of half-maximal effect; % is set by controls: 0 for no effect and ±100 for the full control effect; nearly all actives have a fitted effect of over 60% in size; inactives centre near -12
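In this screen, compounds sit with the deubiquitinase complex (1nM) for 15 min at room temperature before Ub-Rho is added at 150nM final. Fluorescence rise is then followed for 6 reads every 60 seconds.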
TrxR1 substrate: rat thioredoxin reductase 1 substrate activity; purified TrxR1 substrate turnover, NADPH consumption readout; Potency, µM (top dose mostly 114 µM), inactives show at the top dose activity change, negative = substrate turnover; 390,000 tested, 0.01% active; note: potency is the fitted concentration of half-maximal effect; % is set by controls: 0 for no effect and ±100 for the full control effect; nearly all actives have a fitted effect of over 50% in size
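Rat TrxR1, dispensed at 90 nM, was prereduced with 400 uM NADPH (final) for 5 min at ~22 deg C, then incubated with compound 15 min before 400 uM selenite. A first-read NADPH fluorescence drop versus no-compound background flagged substrates.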
mIDH1 inhibitor: human IDH1 R132H inhibition; O75874; 390,000 tested, 0.093% active; Potency, µM (titrated, usually from 76.6 µM), inactives show at the highest dose activity change, negative = inhibition, hits mostly inhibitors; IDH1-R132H enzyme, NADPH consumption, diaphorase/resazurin fluorescence; AID 602179; note: potency is the fitted concentration of half-maximal effect; % is set by controls: 0 for no effect and ±100 for the full control effect; nearly all actives have a fitted effect of over 65% in size
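IDH1-R132H (0.5 ug/mL) preincubated 30 min with compound, then NADPH (0.016 mM) and alpha-KG (2 mM) added; 80 min at RT, pH 7.5. Remaining NADPH coupled via diaphorase/resazurin to fluorescence (540/590 nm); concentration-response curves normalized to no-enzyme control.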
PGK inhibitor: T. brucei PGK inhibition; Potency, µM (doses to about 57.5 µM), for inactives: top-dose activity change, negative = inhibition, hits mostly inhibitors; PGK/GAPDH coupled, Kinase-Glo luminescence, 60 min; 380,000 tested, 0.043% active; P07378; note: potency is the fitted concentration of half-maximal effect; % is set by controls: 0 for no effect and ±100 for the full control effect; nearly all actives have a fitted effect of over 60% in size
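Recombinant glycosomal PGK reaction used 1,3-bisphosphoglycerate generated in-well by GAPDH (100nM final) in 100mM TEA pH 7.6, 5mM MgCl2, 0.01% Tween-20. After 60 minutes at room temperature, ATP was read by Kinase-Glo Plus luminescence end-point.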
PI4K2A block: PI4K2A (human) kinase inhibition; Q9BTU6; purified PI4K2A, ADP-Glo luminescence, 1 h; hits give low values; activity change, negative = inhibition, % at 76.9 µM; 420,000 tested, 0.13% active; in the data active = activity change below about -50%; inconclusive = mostly about -30% to -49%;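 note: -100% = wells without enzyme as full effect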
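PI4K2A activity was measured by ADP-Glo luminescence: enzyme (4 ug/mL stock) and phosphatidylinositol (1.2 mM stock) in Tris pH 7.5/MgCl2/EGTA/Triton X-100 buffer were reacted with ATP (300 microM stock) for one hour at ambient temperature.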
HP1b chromo inh: HP1-beta chromodomain-methylated histone interaction inhibition | AlphaScreen HP1-beta / biotin-H3K9me3 peptide binding | Potency, µM (highest dose often 114 µM), without a hit: at the top dose activity change, negative = inhibition, most hits filed as inhibitors | 390,000 tested, 0.56% active | AID 540317; note: potency is the fitted concentration of half-maximal effect; nearly all actives have a fitted effect of over 70% in size; inactives centre near 23
Target sequence (P83916 whole entry, looked up): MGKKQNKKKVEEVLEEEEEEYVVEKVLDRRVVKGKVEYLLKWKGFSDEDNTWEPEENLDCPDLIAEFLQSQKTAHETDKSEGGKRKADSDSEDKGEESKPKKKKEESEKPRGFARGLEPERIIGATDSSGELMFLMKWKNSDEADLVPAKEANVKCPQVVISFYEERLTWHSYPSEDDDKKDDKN
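HP1-beta protein (50 nM final) preincubated 30 min at room temperature with biotinylated H3(1-18)K9me3 peptide (50 nM) in PBS pH 7.4, 0.01% Tween-20, then compound added for 30 min. AlphaScreen streptavidin donor/nickel chelate acceptor beads (10 ug/mL final), 30 min dark, luminescence read.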
rTrxR1 inhibitor: inhibitors of rat thioredoxin reductase 1; recombinant rTrxR1, NADPH fluorescence consumption, selenite substrate; 390,000 tested, 1% active; Potency, µM (top dose mostly 114 µM), for inactives: at the highest dose activity change, negative = inhibition, usual class: inhibitors; note: potency is the fitted concentration of half-maximal effect; % is set by controls: 0 for no effect and ±100 for the full control effect; nearly all actives have a fitted effect of over 65% in size
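Rat TrxR1 (90 nM in the dispensed reagent) was pre-reduced with 400 uM NADPH for 5 min at room temperature, then incubated with compound for 15 min. After 400 uM selenite was added, NADPH fluorescence (Ex 340/Em 450 nm) was followed for 8 min.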
Starred values were filed as active, the others as inactive; i = inactive; ? = inconclusive; . = not tested or not shown; & = joins results of further samples; [ ] = another dose, or the depositor's remark. Unless noted, calls come from the whole dose curve; as a rule, active = well fitted curve in the direction sought with a large enough effect; inconclusive = small, poorly fitted or top-dose-only effect, or another doubt; inactive = no such curve, though single readings can be large; an effect the other way counts as inactive or inconclusive. The list is partial. The share of hits here may be higher or lower than overall.

#	molecule	HP1b chromo inh	TrxR1 substrate	rTrxR1 inhibitor	GLS inh	PI4K2A block	mIDH1 inhibitor	PGK inhibitor	Pin1 inhibitor	USP1-UAF1 inh
1	CCOc1ccc(NC(=O)CN(Cc2ccccc2)S(=O)(=O)c2ccc(Cl)cc2)cc1	23%	-3%	4%	1%	-1	?	1%	-1%	8%
2	COc1cc(/C=N/Nc2ccccc2[N+](=O)[O-])cc(OC)c1O	-10%	7%[57.1 µM]	17%[57.1 µM]	?	0	4%	2%	-7%	-13%
3	COc1ccccc1S(=O)(=O)N(C)C[C@H]1Oc2ncc(Br)cc2C(=O)N([C@H](C)CO)C[C@H]1C	.	.	.	-4%	-5	-3%	10%	.	?
4	O=C(CSc1ccccn1)Nc1ccc2c(c1)oc1ccccc12	35%	-6%	-10%	-7%	0	-1%	0%	6%	-20%
5	O=C(O)c1ccccc1NC(c1ccccc1)c1ccc2cccnc2c1O (centres undefined)	25µM*	10%[11.4 µM]	?	-13%	-3	2%	-1%	?	-23%
6	O=C(Cn1cnc2cc([N+](=O)[O-])ccc2c1=O)Nc1ccc(N2CCOCC2)cc1	3%	0%	19%	-13%	-5	10%	-2%	0%	-1%
7	Cc1c(C#N)c2n(c1C)CCCC(=O)N2	.	.	.	3%	3	-14%	-6%	.	-10%
8	CC1(C)CC(CC(=O)Nc2ccc([N+](=O)[O-])cc2)C(=O)O1 (centres undefined)	32%	-3%	-1%	7%	-3	1%	0%	-12%	0%
9	CCOC(=O)c1cc(S(=O)(=O)Nc2c(C)cc(C)cc2C)[nH]n1	22%[57 µM]	0%[57.1 µM]	12%[57.1 µM]	5%	-2	6%	-1%	-2%	-23%
10	COc1ccccc1CNC(=O)COC(=O)C1CC1	18%	5%	32%[activator]	-1%	1	7%	-9%	0%	-21%
11	O=[N+]([O-])c1cc(F)cc(F)c1Nc1cc(F)cc(F)c1	?	-2%[2.29 µM]	4%[57.1 µM]	3%	4	6%	5%	1%	-12%
12	CCOc1ccc(C(=O)Nc2cccc(-c3nc4cccnc4o3)c2)cc1Cl	19%	5%[2.29 µM]	-10%[2.29 µM]	-1%	2	-4%	-2%	6%	-6%
13	O=C(NC(=S)Nc1nc(-c2ccc(Br)cc2)cs1)c1ccco1	26%	-2%[57.1 µM]	4%[57.1 µM]	-5%	0	2%	-4%	-2%	-23%
14	COC(=O)c1ccc(-n2c(C)cc(C(=O)COC(=O)C3=COCCO3)c2C)cc1	-2%	-5%[57.1 µM]	-1%	6%	2	1%	4%	5%	-31%
15	CC(C)OC(=O)c1ccc(N2CCN(c3ccccc3F)CC2)nc1	82%[activator]	-13%	-12%	1%	-1	-3%	-4%	0%	-6%
16	Cc1cccc(-n2nc3c(c2NC(=O)c2c(F)cccc2F)CS(=O)(=O)C3)c1C	40%[activator]	1%	10%	0%	-3	-1%	-1%	1%	-15%
17	CC1CN(C(=O)N2CCC(C(=O)NCc3ccco3)CC2)c2ccccc2O1 (centres undefined)	?	-3%	18%	-3%	-7	0%	-7%	4%	-12%
18	FC(F)(F)c1cccc(N2CCN(c3ncnc4c3nc3n4CCCC3)CC2)c1	24%	-11%	2%	-9%	-2	11%	-9%	-3%	?
19	CCOC(=O)N1CCN(C(=O)C(C)N(c2ccc(Oc3ccccc3)cc2)S(C)(=O)=O)CC1 (centres undefined)	15%	2%	15%	-2%	-4	2%	1%	-1%	1%
20	CCOC(=O)c1[nH]ncc1CN1CCN(Cc2ccccc2)C(CCO)C1 (centres undefined)	63%[activator]	2%	13%	7%	-1	0%	-9%	-1%	-20%
21	CN1C(C)(C)CC(=NO)CC1(C)C	12%[57 µM]	-2%[2.29 µM]	-2%[2.29 µM]	11%	-3	-7%	7%	-5%	-19%
22	O=C(c1ccc(=O)[nH]c1)N1CCN(S(=O)(=O)c2cc(C(F)(F)F)ccc2Cl)CC1	5%	13%[57.1 µM]	24%[57.1 µM]	0%	5	5%	-6%	2%	?
23	CC(=O)N1CCc2c(sc3c2c(=O)n(-c2ccccc2Cl)c(=O)n3Cc2cccc(C)c2)C1	4%	-2%[57.1 µM]	9%[57.1 µM]	1%	2	32µM*	-10%	-2%	-38%
24	Cc1ccc(Cn2ccn(CC(=O)Nc3c(C)cc(C)cc3C)c(=O)c2=O)cc1	19%	-11%	-19%	7%	-3	23%	8%	-11%	-5%
25	Cc1ccc(N2CC(NC(=O)c3ccco3)CC2=O)cc1C (centres undefined)	22%	-5%[57.1 µM]	12%[57.1 µM]	-8%	3	6%	i	-9%	-16%
26	O=C(CCCn1c(SCC(=O)NCC2CCCO2)nc2ccccc2c1=O)NCC1CCCO1 (centres undefined)	19%	3%[57.1 µM]	3%[57.1 µM]	-7%	-7	7%	i	3%	2%
27	CC(NC(=O)c1cccc(F)c1)C(c1cccs1)N1CCN(C)CC1 (centres undefined)	27%	2%	8%	1%	6	1%	-4%	6%	-11%
28	CCc1ccccc1NC(=O)c1cc(-c2ccc3c(c2)OCO3)on1	41%&48%[activator]	25%&10%	39%&16%[activator]	-2%&1%	-4&-1	7%&13%	-5%	-5%&2%	?
29	O=C1C2C3C=CC([C@@H]2C(=O)N1C1CCCCC1)[C@H]1C(=O)N(C2CCCCC2)C(=O)C31 (some centres undefined)	69%[activator]	1%	11%	-9%	3	5%	-1%	-14%	-12%
30	Fc1cccc(CNC2CCN(CCc3ccccc3)CC2)c1	35%	4%	16%	-2%	2	-3%	-2%	2%	-15%

Structures above that contain a furan ring, fused or not, in the order listed:
#	molecule	HP1b chromo inh	TrxR1 substrate	rTrxR1 inhibitor	GLS inh	PI4K2A block	mIDH1 inhibitor	PGK inhibitor	Pin1 inhibitor	USP1-UAF1 inh
4	O=C(CSc1ccccn1)Nc1ccc2c(c1)oc1ccccc12	35%	-6%	-10%	-7%	0	-1%	0%	6%	-20%
13	O=C(NC(=S)Nc1nc(-c2ccc(Br)cc2)cs1)c1ccco1	26%	-2%[57.1 µM]	4%[57.1 µM]	-5%	0	2%	-4%	-2%	-23%
17	CC1CN(C(=O)N2CCC(C(=O)NCc3ccco3)CC2)c2ccccc2O1 (centres undefined)	?	-3%	18%	-3%	-7	0%	-7%	4%	-12%
25	Cc1ccc(N2CC(NC(=O)c3ccco3)CC2=O)cc1C (centres undefined)	22%	-5%[57.1 µM]	12%[57.1 µM]	-8%	3	6%	i	-9%	-16%

Profiles, quoted from the list. Order of values: HP1b chromo inh | TrxR1 substrate | rTrxR1 inhibitor | GLS inh | PI4K2A block | mIDH1 inhibitor | PGK inhibitor | Pin1 inhibitor | USP1-UAF1 inh
O=C(CCCn1c(SCC(=O)NCC2CCCO2)nc2ccccc2c1=O)NCC1CCCO1 (centres undefined) as listed: 19% | 3%[57.1 µM] | 3%[57.1 µM] | -7% | -7 | 7% | i | 3% | 2%
O=C(c1ccc(=O)[nH]c1)N1CCN(S(=O)(=O)c2cc(C(F)(F)F)ccc2Cl)CC1 as listed: 5% | 13%[57.1 µM] | 24%[57.1 µM] | 0% | 5 | 5% | -6% | 2% | ?

The results go on:
#	molecule	HP1b chromo inh	TrxR1 substrate	rTrxR1 inhibitor	GLS inh	PI4K2A block	mIDH1 inhibitor	PGK inhibitor	Pin1 inhibitor	USP1-UAF1 inh
31	CCOc1ccc(-c2csc(NNC3=NCCCCC3)n2)cc1	?	6%[57.1 µM]	27%[57.1 µM]	0%	-1	?	-2%	2%	?
32	Cc1cc(S(=O)(=O)NCC(C)C)ccc1OCC(=O)NC1CC1	34%	1%	-1%	0%	0	-1%	-11%	-1%	-21%
33	Cc1cc(C(=O)N/N=C/c2ccncc2)c2ccccc2n1	-19%	0%[57.1 µM]	-2%[57.1 µM]	-3%	1	-5%	-5%	-4%	-10%
34	CCN1C(=O)CSC1=Nc1ccc(Cl)c(Cl)c1	104%[activator]	4%	13%	3%	0	3%	10%	5%	2%
35	O=C(CCn1c(=O)c2cccn2c2cccnc21)NCc1ccccc1F	39%	3%	14%	-8%	10	5%	0%	15%	-4%
36	Cc1nc(NC(=O)c2ccccc2)sc1C1(C)CC(c2c(Cl)cccc2Cl)=NO1 (centres undefined)	13%	1%	-6%	8%	1	-2%[38.3 µM]	5%	14%	-9%
37	CC(=O)c1ccc(NC(=O)COC(=O)c2ccc(F)cc2F)cc1	15%	2%[57.1 µM]	7%[57.1 µM]	0%	-4	-1%	-6%	1%	-10%
38	Cc1sc2ncnc(N3CCC(C(=O)N(C)CC(=O)Nc4ccc(Cl)c(C(F)(F)F)c4)CC3)c2c1C	-9%	3%[57.1 µM]	8%[57.1 µM]	3%	-1	3%	-8%	9%	-17%
39	O=C(CN1CCOCC1)NCc1cc([N+](=O)[O-])ccc1O	35%	-7%	-17%	-6%	-1	2%	i	-4%	-19%
40	Oc1ccc(-c2csc(-c3ccccc3)n2)cc1O	?	-3%[57.1 µM]	-19%	?	-7	3%	.	?	-15%
41	Cc1ccc(Cn2c(CN3CCC(C(=O)NCCc4ccccc4)CC3)cc3ccccc32)cc1	?	-12%[57.1 µM]	-13%[57.1 µM]	2%	-1	-3%	6%	?	-12%
